Assay outcomes from PubChem BioAssay.
Ecoli viability: reduces bacterial viability in AddAB counter-screen | E. coli V3065 growth, OD600 absorbance, 18 h | inhibition, % at 11.9 µM | 330,000 tested, 0.27% active | AID 449728;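 active = inhibition above the campaign's mean inhibition across all tested compounds plus 3 SD, cut at about 9.9% in these data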;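 note: uninfected addAB+ strain grown without phage in ampicillin broth; 0% = DMSO wells and 100% = ciprofloxacin 0.95 µg/ml wells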
phage Ecoli inh: E. coli growth loss with phage present. AID 651602. 360,000 tested, 0.26% active. growth absorbance. inhibition, % at 11.9 µM; in the data active = inhibition above about 11%
SUMO Mot1 rescue: inhibitors of SUMOylation pathway: yeast Mot1-301 growth rescue; AID 2716; growth rescue, % at 18.8 µM; S. cerevisiae Mot1-301 growth rescue, ATP luminescence, 38.5C; percent above DMSO median, 100 means doubled; 320,000 tested, 1% active;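 active = every valid replicate shows activation above 250% relative to neutral control wells; inactive = the rest, any valid replicate at or below 250%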;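 note: OY570 slx delta 5 strain wells were the positive control but not used for scaling; some compounds called inactive have numbers as strong as hits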
PfHsp90 yeast 2: growth inhibition of yeast expressing Plasmodium Hsp90; inhibition, % at 9.4 µM; S. cerevisiae expressing PfHsp90, BacTiter-Glo ATP, 48 h; yeast lacking PDR1 and PDR3 efflux regulators; 310,000 tested, 0.32% active; AID 504621;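 active = every replicate shows inhibition above about 80%, whatever the replicate mean, limit read from the data; inconclusive = mean inhibition reaches the set limit but some replicate falls short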;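 note: 0% = DMSO neutral controls and 100% = 20 µM radicicol positive controls; yeast relying on Plasmodium falciparum Hsp90 in place of its own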
PKA-R2B act: activates the human PKA-R2B holoenzyme complex | P22694+P31323 | PKA-R2B holoenzyme dissociation, Cy5-IP20 fluorescence polarization; R2B truncated from residue 108, S112A mutant; 0% DMSO only, 100% 113 µM cGMP | activation, % at 11.4 µM | 340,000 tested, 0.079% active | AID 504700;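 active = activation above a cutoff set at the mean over all compounds plus 3 SD, cut at about 18% in these data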;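 note: higher means more holoenzyme dissociation and a rise in polarization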
AddAB inh: less growth of phage-infected E. coli with AddAB | E. coli expressing H. pylori AddAB, absorbance growth | inhibition, % at 11.9 µM | 330,000 tested, 0.29% active | AID 435030; in the data active = inhibition above about 12%;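 note: 0% = vehicle wells of infected cells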
OPRM1-OPRD1 ag: OPRM1-OPRD1 heterodimerization agonism | P35372+P41143 | cells, luminescence | activation, % at 9.3 µM | 340,000 tested, 0.3% active; in the data active = activation above about 18%;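 note: 0% = vehicle-treated cells and 100% = reference agonist; values of inactives mirror those of a sister screen read the other way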
Target sequence (P35372 whole entry, looked up): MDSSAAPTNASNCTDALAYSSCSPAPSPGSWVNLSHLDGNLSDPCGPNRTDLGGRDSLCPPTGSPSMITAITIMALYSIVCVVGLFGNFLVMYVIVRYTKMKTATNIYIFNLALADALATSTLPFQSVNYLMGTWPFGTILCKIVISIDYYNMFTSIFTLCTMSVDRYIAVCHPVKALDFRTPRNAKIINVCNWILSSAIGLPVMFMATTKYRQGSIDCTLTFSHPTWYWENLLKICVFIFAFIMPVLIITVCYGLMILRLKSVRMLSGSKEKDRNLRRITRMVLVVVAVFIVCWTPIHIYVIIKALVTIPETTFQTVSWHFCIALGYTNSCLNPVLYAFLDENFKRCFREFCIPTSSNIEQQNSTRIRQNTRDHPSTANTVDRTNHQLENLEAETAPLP
Target sequence (P41143 whole entry, looked up): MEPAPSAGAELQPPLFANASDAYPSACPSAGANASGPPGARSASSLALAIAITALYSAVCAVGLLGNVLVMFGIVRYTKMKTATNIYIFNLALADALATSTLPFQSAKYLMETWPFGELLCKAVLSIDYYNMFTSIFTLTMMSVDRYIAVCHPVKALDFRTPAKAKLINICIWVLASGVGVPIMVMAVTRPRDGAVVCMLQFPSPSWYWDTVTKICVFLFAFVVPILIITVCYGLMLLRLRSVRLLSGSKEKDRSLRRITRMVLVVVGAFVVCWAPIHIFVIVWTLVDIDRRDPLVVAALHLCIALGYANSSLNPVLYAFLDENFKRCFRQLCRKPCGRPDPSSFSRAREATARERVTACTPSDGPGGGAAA
HTR5A inv ag: inverse agonist of human HTR5A in OPRM1-OPRD1 counter-screen; P47898; 340,000 tested, 0.083% active; AID 504634; inhibition, % at 9.3 µM; HTR5A cell line, luminescence, inverse agonism; in the data active = inhibition mostly above about 23%, no sharp cut-off; inactive = mostly below about 18%;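 note: 0% = cells with DMSO and 100% = no-cell wells with DMSO; some compounds called inactive have numbers as strong as hits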
PKA-R1A activ: activators of PKA-R1A complex. PKA-R1A dissociation, Cy5-IP20 fluorescence polarization; scaled: DMSO 0%, 113 µM cGMP 100%. 340,000 tested, 0.083% active. P00514+P68181. activation, % at 11.4 µM. AID 504707;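 active = percent activation above the mean of all tested compounds plus 3 SD, cut at about 19% in these data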;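 note: higher means more PKAc released from R1A so a rise in polarization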
MOR-DOR inv ag: inverse agonist of human OPRM1-OPRD1 heterodimerization. P35372+P41143. 340,000 tested, 0.21% active. AID 504357. inhibition, % at 9.3 µM. cell-based MOR-DOR heterodimer luminescence, inverse agonism; in the data active = inhibition above about 22%, passing the limit was not always enough;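 note: 0% = cells with DMSO and 100% = wells without cells with DMSO; values of inactives mirror those of a sister screen read the other way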
Tat transport: E. coli Tat transport inhibition | E. coli MC4100 TorA-mCherry Tat export, fluorescence | inhibition, % at 10 µM | 340,000 tested, 0.036% active | AID 488895;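 active = mean replicate inhibition at least 50% and at least half of replicates individually reaching 50%; inconclusive = only one of the two criteria met; inactive = neither criterion met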;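 note: exported cargo escapes ClpAP degradation while cytoplasmic cargo is degraded and loses fluorescence; 0% = median of neutral control wells and 100% = median of NaSCN control wells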
* marks the source's active call; other numbers are inactive results; ? = inconclusive; / = no result given. An unsorted share of the library. Share with any hit: about 2.2%.

SMILES | Ecoli viability | phage Ecoli inh | SUMO Mot1 rescue | PfHsp90 yeast 2 | PKA-R2B act | AddAB inh | OPRM1-OPRD1 ag | HTR5A inv ag | PKA-R1A activ | MOR-DOR inv ag | Tat transport
O=C(CN1C(=O)c2ccc([N+](=O)[O-])cc2C1=O)NCCC1=CCCCC1 | 0.7 | -0.1 | -11 | -4 | -3 | 0.7 | 1.7 | -3 | 2 | -11 | 6
CCOC(=O)N1CCC(NC(=O)c2oc3c(c2C)-c2[nH]ncc2CC3)CC1 | 0.0 | 1.3 | -9 | -23 | 1 | -2.0 | -0.1 | 5 | 2 | 0 | ?
O=C(Nc1ccc(C(=O)O)cc1)/C(=C\c1ccc(F)cc1)NC(=O)c1ccco1 | 0.1 | 1.5 | -3 | 15 | 9 | 4.4 | -0.4 | -4 | -1 | 3 | -2
CN(C)c1ccc(NC(=O)CCCCCn2nnc3ccccc3c2=O)cc1 | -0.6 | 3.6 | -12 | -16 | 2 | -1.7 | -0.9 | -19 | -6 | 5 | 1
O=C(CCn1c(=S)[nH]c2ccccc2c1=O)NCCSCc1ccccc1 | 1.9 | 1.1 | -23 | 13 | 0 | 0.7 | -1.3 | -8 | -4 | 6 | -8
CC(Sc1cccc[n+]1[O-])C(=O)Nc1cc(Cl)c(Cl)cc1Cl (stereo unspecified) | 1.1 | -0.6 | -28 | -20 | -3 | 0.2 | -1.4 | -1 | 0 | 7 | 0
O=C(NCCO)c1cc(-c2cc(C(=O)NCCO)c3ccccc3n2)nc2ccccc12 | -1.7 | 0.6 | -6 | -14 | 0 | -2.0 | -2.1 | -23 | -7 | 9 | 0
CC(C)[C@H](NC(=O)c1ccccc1)C(=O)OCC(=O)/C=C1/N(C)c2ccccc2C1(C)C | 2.5 | 4.2 | 23 | -22 | -2 | 4.9 | 1.1 | -19 | -4 | -7 | 0
COc1cccc(-c2nc(CS(=O)CC(=O)NCc3ccccc3Cl)c(C)o2)c1 (stereo unspecified) | -1.1 | 4.5 | 5 | -13 | -8 | 1.5 | 0.3 | -4 | -4 | -2 | 7
Clc1ccc(Cc2nn3c(Cn4nnc5ccccc54)nnc3s2)cc1 | -0.6 | 3.5 | 19 | / | -6 | 5.2 | -0.3 | 8 | 8 | 1 | 14
Cc1cc(C)nc(NC(=NCCc2c[nH]c3ccccc23)NC(=O)Nc2ccccc2)n1 | 1.8 | 0.8 | 8 | 9 | -6 | 2.7 | 4.4 | -18 | 1 | -20 | -3
O=C(CSc1nc2ccc(Nc3nc(N4CCOCC4)nc(N4CCOCC4)n3)cc2s1)N1CCOCC1 | -1.1 | 3.5 | 382* | 4 | -10 | -1.1 | -1.8 | -21 | 1 | 9 | -1
Cc1cccc2c(=O)c(-c3ccc4c(c3)OCO4)c(NC(=O)c3ccco3)oc12 | -0.2 | 3.1 | 16 | -2 | -11 | 0.9 | -1.0 | 0 | -10 | 6 | -2
COC(=O)CNC(c1ccccc1Cl)c1cc(Br)ccc1NS(=O)(=O)c1ccc(C)cc1 (stereo unspecified) | 0.7 | 3.2 | / | 17 | 2 | 1.5 | 2.2 | -1 | -3 | -12 | 4
COC(=O)c1[nH]c2ccc(C)cc2c1NC(=O)CN1CCN(c2ccccc2)CC1 | -0.7 | 0.2 | 67 | -3 | -6 | -1.2 | 3.7 | -13 | -5 | -23 | 2
COc1ccc(Cl)cc1N(CC(=O)Nc1ccccc1C(=O)NCc1ccco1)S(C)(=O)=O | -0.8 | -0.6 | -1 | -4 | -1 | 4.5 | -0.1 | 5 | -11 | 1 | 3
COc1cccc(NS(=O)(=O)c2ccc3c(c2)N(C(C)=O)CCO3)c1 | -1.3 | 2.0 | 0 | 15 | -1 | 0.2 | -1.8 | -12 | -5 | 9 | -5
COc1cc2[nH]c(=S)n(Cc3ccc(C)o3)c(=O)c2cc1OC | -0.2 | -0.2 | -13 | -33 | -3 | 2.1 | -0.8 | 22 | -12 | 4 | 0
CCCCc1nc2cc(C(=O)N(C)CCc3cn[nH]c3)ccc2o1 | -0.8 | 0.5 | -7 | 13 | 0 | 0.7 | -1.0 | -4 | -5 | 5 | 0
CCN(CC(=O)NCc1cccs1)C(=O)c1cccc(S(=O)(=O)N(CC)c2ccccc2)c1 | / | 3.1 | / | -4 | 13 | / | -0.6 | 10 | 15 | 2 | -3
COc1ccc(NC(=O)N2CCCC2C(=O)NCc2ccc(F)cc2)cc1 (stereo unspecified) | -1.8 | 1.4 | -36 | 25 | 3 | 0.7 | -0.2 | -4 | -6 | 1 | -1
CC1CCC2(CC1)SCC(=O)N2c1ccc(F)cc1 (stereo unspecified) | 1.0 | 0.2 | -5 | 5 | 4 | 5.3 | -1.0 | 2 | -8 | 5 | 0
CC1=C(C(=O)OCCC#N)C(c2cc3c(cc2Br)OCO3)NC(=O)N1 (stereo unspecified) | -0.8 | 4.6 | -19 | 2 | -4 | -1.4 | -2.5 | -3 | -2 | 12 | 7
CCCCCc1ccc(-c2ccc(/C=C/C(=O)O)cc2)nc1 | -1.1 | 3.5 | -15 | -15 | -2 | 4.2 | 1.1 | -20 | -6 | -6 | -5
NS(=O)(=O)c1cccc(NC(=O)COC(=O)c2ccccc2C(=O)c2ccccc2)c1 | -2.9 | 0.7 | 66 | 45 | -3 | -0.2 | -1.7 | -2 | -3 | 6 | -4
Cc1c(Cl)cccc1NC(=S)Nn1cnnc1 | 0.0 | 1.5 | 5 | -7 | -11 | 1.2 | -0.2 | 0 | 3 | 1 | -9
CC(=O)N1CCSc2ccc(S(=O)(=O)Nc3ccc(C)cc3)cc21 | -0.5 | 4.3 | -9 | 14 | 2 | -0.4 | -1.4 | 20 | 1 | 7 | -2
O=C1NC(=S)N/C1=C/c1ccc2c(c1)OCO2 | 0.6 | 2.5 | 87 | 10 | -5 | -1.6 | -3.5 | 11 | 1 | 16 | 11
CCOc1ccc(N2CC(C(=O)NC3CCCCCC3)CC2=O)cc1 (stereo unspecified) | 2.3 | 0.1 | 1 | -5 | -8 | 4.2 | 3.4 | -22 | -10 | -28 | 3
CCn1cc(C(=O)O)c(=O)c2cc(S(=O)(=O)N3CCCCCC3)ccc21 | 1.3 | -1.7 | -10 | 6 | -3 | -0.3 | -1.2 | -1 | -10 | 6 | 1
Cc1ccccc1OCCCCCn1ccnc1 | 0.2 | 1.5 | 45 | -3 | 4 | 0.5 | -3.9 | 0 | -6 | 20 | -2
Cc1sc2ncn(/N=C/c3ccco3)c(=O)c2c1C | -3.3 | 1.1 | -3 | -1 | 7 | 0.1 | -0.5 | -7 | -2 | 3 | 2
Cc1ccc(NC(=O)C2C3/C=C\CCCCC32)cc1 (stereo unspecified) | 0.0 | 3.5 | 11 | -14 | 1 | 2.8 | 3.3 | -4 | 3 | -17 | -9
O=C1CCC/C1=C/Nc1ccc2c(c1)OCO2 | -0.5 | 2.3 | -12 | 10 | 1 | 0.3 | 1.5 | 1 | 4 | -7 | -2
O=C(Oc1ccc(=O)n(-c2ccccc2)n1)c1ccccc1 | -1.3 | 0.9 | -13 | -8 | -5 | 2.7 | -1.1 | 14 | -12 | 5 | -6
O=C(O)c1cccc(S(=O)(=O)N2CCCC(c3nc4c(nnn4Cc4ccc(F)cc4)c(=O)[nH]3)C2)c1 (stereo unspecified) | 0.8 | 0.6 | 288 | -5 | -1 | 4.6 | 1.5 | 9 | -5 | -8 | -6
O=C(CCc1nc(-c2ccccc2Cl)no1)NCCc1ccccc1 | -1.4 | 4.1 | 1 | -16 | 5 | -0.6 | -2.0 | -3 | -10 | 9 | -8
COc1ccc(S(=O)(=O)N2CCCC(C(=O)Nc3ccc4c(c3)OCCO4)C2)cc1 (stereo unspecified) | 3.5 | 2.6 | -5 | -4 | 1 | 6.7 | -0.3 | -9 | -5 | 2 | -7
CC1=CC(C)(C)N(C(=O)CSc2nnc(N)s2)c2ccccc21 | -0.8 | 3.6 | 153 | -5 | -7 | -0.3 | -0.6 | -11 | -15 | 3 | -6
CSCCCNC(=S)N(C)CC(=O)Nc1ccc(C)cc1 | 0.0 | 2.5 | 58 | 3 | -15 | 0.0 | -1.3 | 5 | 4 | 7 | -2
COc1ccc(N(CC(=O)NC2CCCC2)C(=O)CCC(=O)Nc2cc(C)on2)cc1 | 3.0 | -2.0 | -6 | 28 | 4 | 2.6 | -0.7 | -8 | 3 | 4 | 2
Cc1nn(CCOc2ccccc2)c(=O)n1-c1ccc(Cl)cc1 | -2.1 | 2.8 | 8 | / | -2 | -1.6 | -1.7 | 6 | -8 | 8 | -3
COC(=O)c1sccc1-c1ccc(C(=O)Nc2cccnc2)o1 | 0.6 | 2.0 | 6 | 4 | -9 | 0.3 | 0.6 | 13 | -1 | -3 | 2
O=C(NS(=O)(=O)N1CCCC1)C1=C(N2CCCC2)COC1=O | -0.9 | 1.8 | 20 | 4 | 3 | -1.8 | -0.9 | -7 | 6 | 5 | -3
COc1ccc(CN2CCN(Cc3ccc(Br)cc3)CC2)c(OC)c1OC | -0.2 | -2.2 | 22 | 1 | 3 | 0.4 | 0.6 | -3 | -6 | -3 | -2
O=C1Nc2ccccc2C1(c1ccccc1)c1ccccc1 | 0.8 | 0.0 | 55 | / | 3 | 0.7 | 29* | -64 | -5 | -170 | 5

A run of entries taken from the entries so far, as a working copy:
SMILES | Ecoli viability | phage Ecoli inh | SUMO Mot1 rescue | PfHsp90 yeast 2 | PKA-R2B act | AddAB inh | OPRM1-OPRD1 ag | HTR5A inv ag | PKA-R1A activ | MOR-DOR inv ag | Tat transport
Cc1ccccc1OCCCCCn1ccnc1 | 0.2 | 1.5 | 45 | -3 | 4 | 0.5 | -3.9 | 0 | -6 | 20 | -2
Cc1sc2ncn(/N=C/c3ccco3)c(=O)c2c1C | -3.3 | 1.1 | -3 | -1 | 7 | 0.1 | -0.5 | -7 | -2 | 3 | 2

4 entries from above, ordered by formula weight, highest first:
SMILES | Ecoli viability | phage Ecoli inh | SUMO Mot1 rescue | PfHsp90 yeast 2 | PKA-R2B act | AddAB inh | OPRM1-OPRD1 ag | HTR5A inv ag | PKA-R1A activ | MOR-DOR inv ag | Tat transport
COc1ccc(CN2CCN(Cc3ccc(Br)cc3)CC2)c(OC)c1OC | -0.2 | -2.2 | 22 | 1 | 3 | 0.4 | 0.6 | -3 | -6 | -3 | -2
COc1ccc(S(=O)(=O)N2CCCC(C(=O)Nc3ccc4c(c3)OCCO4)C2)cc1 (stereo unspecified) | 3.5 | 2.6 | -5 | -4 | 1 | 6.7 | -0.3 | -9 | -5 | 2 | -7
O=C(CCc1nc(-c2ccccc2Cl)no1)NCCc1ccccc1 | -1.4 | 4.1 | 1 | -16 | 5 | -0.6 | -2.0 | -3 | -10 | 9 | -8
O=C(NS(=O)(=O)N1CCCC1)C1=C(N2CCCC2)COC1=O | -0.9 | 1.8 | 20 | 4 | 3 | -1.8 | -0.9 | -7 | 6 | 5 | -3
